Vc quorum ag = induces V. cholerae light production without autoinducers; V. cholerae BH1578 lux reporter, luminescence, 6 h; activation, % at 18.7 µM; 350,000 compounds, 0.16% hits; in the data active means activation mostly above about 9.7%, no sharp cut-off; inconclusive means no clear call, values can overlap the other calls; inactive means mostly below about 3.7%; further: not every result past the cut was called active; inactives centre near 0; reference of the scale not given here
SARS 3CLpro inh = SARS-CoV 3CLpro protease inhibition. P0C6X7. recombinant SARS-CoV 3CLpro, quenched FRET peptide cleavage. inhibition, % at 6 µM. 290,000 compounds, 0.14% hits. AID 1706; in the data active means inhibition above about 12%
PfHsp40 yeast = rescue of PfHsp40-mediated yeast toxicity; S. cerevisiae expressing PfHsp40, growth rescue, ATP luminescence; growth rescue, % at 12.5 µM; AID 504582; 340,000 compounds, 0.68% hits; in the data active means growth rescue above about 28%, passing the limit was not always enough; inconclusive means no clear call, values can overlap the other calls;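 further: yeast W303a lacking pdr1 and pdr3 grown in galactose medium; growth measured after three days at 30 °C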
Anthrax LF inh2 = anthrax lethal factor protease inhibition; P15917; multiplex microsphere protease cleavage assay, LF; inhibition, % at 10 µM; 360,000 compounds, 0.12% hits; AID 588501; further: plate controls were buffer without enzyme for full effect and enzyme alone for no effect
Target sequence (P15917 whole entry, looked up): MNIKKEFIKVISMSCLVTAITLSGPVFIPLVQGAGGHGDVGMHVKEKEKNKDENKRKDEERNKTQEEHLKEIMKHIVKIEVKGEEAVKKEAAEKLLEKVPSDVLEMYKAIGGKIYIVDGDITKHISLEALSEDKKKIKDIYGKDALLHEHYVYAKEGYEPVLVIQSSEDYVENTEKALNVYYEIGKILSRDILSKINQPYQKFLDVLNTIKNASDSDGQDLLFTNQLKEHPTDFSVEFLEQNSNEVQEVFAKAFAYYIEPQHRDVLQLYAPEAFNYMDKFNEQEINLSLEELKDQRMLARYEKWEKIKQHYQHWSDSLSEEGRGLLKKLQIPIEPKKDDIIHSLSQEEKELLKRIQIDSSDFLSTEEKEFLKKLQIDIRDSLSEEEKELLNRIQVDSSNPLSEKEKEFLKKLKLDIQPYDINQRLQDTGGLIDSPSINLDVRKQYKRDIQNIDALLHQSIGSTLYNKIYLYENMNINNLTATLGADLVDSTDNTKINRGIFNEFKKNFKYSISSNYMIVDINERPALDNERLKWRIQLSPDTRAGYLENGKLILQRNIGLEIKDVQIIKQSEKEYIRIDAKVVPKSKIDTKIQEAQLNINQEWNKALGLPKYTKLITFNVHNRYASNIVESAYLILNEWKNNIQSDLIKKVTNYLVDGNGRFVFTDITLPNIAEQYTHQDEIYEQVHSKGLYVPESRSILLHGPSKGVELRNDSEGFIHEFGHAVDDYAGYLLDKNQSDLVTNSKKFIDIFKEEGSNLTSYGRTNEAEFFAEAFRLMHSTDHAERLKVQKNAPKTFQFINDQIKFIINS
PrPC TRFRET = inhibitors of human cell surface prion protein PrPC | AID 720596 | inhibition, % at 13.8 µM | 370,000 compounds, 0.43% hits | TR-FRET read-out; in the data active means inhibition above about 24%; further: 0% = median of the test wells and 100% = reference compound wells
SSB-PriA inh = inhibitors of Klebsiella pneumoniae PriA binding to SSB C-terminal tail; AlphaScreen SSBct-PriA binding, biotinylated peptide; inhibition, % at 33 µM; 430,000 compounds, 0.6% hits; AID 1272365; in the data active means inhibition mostly above about 37%, no sharp cut-off; inactive means mostly below about 20%;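 further: plate controls were negative control peptide for no effect and reference peptide for full effect; strong numbers were not always called active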
Y pestis TopoI = inhibitors of Yersinia pestis topoisomerase I | Y. pestis Topo-I cleavage product accumulation, plate reader | activity, % at 10 µM | AID 504884 | 360,000 compounds, 0.064% hits; in the data active means activity above about 50%, passing the limit was not always enough; inconclusive means no clear call, values can overlap the other calls; further: inactives centre near 2
BoNT A protease = BoNT A light chain protease inhibition. inhibition, % at 10 µM. 360,000 compounds, 0.17% hits. AID 588499. multiplex microsphere protease substrate cleavage, flow cytometry; further: plate controls were buffer without enzyme for full effect and enzyme alone for no effect
TcdB GH inh = inhibitors of Clostridioides difficile toxin B glycohydrolase | TcdB glycohydrolase enzymatic assay, plate reader | inhibition, % at 9.99 µM | 350,000 compounds, 0.24% hits; in the data active means inhibition above about 10%
Numbers without * were called inactive; i = inactive; ? = inconclusive; . = no result given; & = joins results of further samples. Unless noted, no stated cut-off is given here; in the data, active means inhibition above about 30%; inconclusive means no clear call, values can overlap the other calls; inactive means below that.

entry	Structure	Vc quorum ag	SARS 3CLpro inh	PfHsp40 yeast	Anthrax LF inh2	PrPC TRFRET	SSB-PriA inh	Y pestis TopoI	BoNT A protease	TcdB GH inh
1	O=S1(=O)CCO[C@H]2Cc3ccccc3[C@H]2N1Cc1ccc(Cl)cc1	-0.3	-5.9	4.3	-1.9	-7.5	3.4	24.0	-0.1	-0.7
2	Nc1nonc1C(=Nc1ccc(Br)cc1)NO	i	4.9	-0.4	-6.5	-5.2	-3.8	-7.7	0.1	.
3	COc1ccc(/C=C/C(=O)NC(=S)Nc2ccc(S(N)(=O)=O)cc2)cc1	-0.3	2.3	1.8	-2.2	2.4	4.0	-6.8	-0.4	0.8
4	Cc1ccccc1NC(=O)Cc1nc(COC(=O)CCNS(=O)(=O)c2ccccc2)cs1	-0.3	.	-0.7	0.5	3.2	-8.2	31.0	-6.3	1.3
5	O=C(NCc1ccc(F)cc1)c1cc2ccccc2o1	-0.2	5.0	0.0	0.6	4.2	-24.3	4.1	-2.0	0.1
6	CCC(=O)N1CCC1(C)C(=O)Nc1ccc(F)cc1 (stereo not drawn)	i	.	.	5.3	-6.5	.	4.4	0.1	0.6
7	CCN1CCc2c(sc(NC(=O)c3ccc(S(=O)(=O)N4CCOCC4)cc3)c2C(=O)OC)C1	-0.3	-12.1	2.5	-0.8	-17.1	3.1	8.8	0.3	.
8	Cc1cccc(NC(=O)c2ccc(Cn3cc(C(F)(F)F)ccc3=O)cc2)c1	-0.2	4.9	-1.2	-1.7	17.0	-8.9	5.2	-1.0	.
9	CC(OC(=O)c1nc(Cl)ccc1Cl)C(=O)NC1CCCCC1C (stereo not drawn)	-3.2	.	-2.3	7.4	-4.9	-4.7	8.4	0.2	-0.3
10	CCOC(=O)c1cn(-c2c(C)n(C)n(-c3ccccc3)c2=O)c2c(F)c(F)c(F)cc2c1=O	-0.3	0.7	.	?	3.6	5.7	-0.4	-10.0	1.1
11	Cc1noc(/C=C/c2ccco2)c1S(=O)(=O)N1CCC(C(=O)Nc2ccc(Cl)cn2)CC1	-0.7	5.2	-0.3	0.9	-6.8	-5.9	4.2	0.1	.
12	COc1ccc2nc(C)cc(NCc3ccc(F)cc3)c2c1	-0.6	-4.9	-0.4	14.4	-6.3	-10.5	-11.7	15.8	2.0
13	Fc1ccccc1CNc1nc(NCC2CC2)nc2ccsc12	0.0	.	.	-4.3	6.0	.	6.6	0.1	2.3
14	Cc1ccc(NC(=O)C2c3ccccc3Oc3ccccc32)nc1	i	1.4	-0.1	-5.3	1.1	-9.5	7.4	-0.4	1.5
15	CCCC1=C(C(=O)OCC)C(c2cc(Cl)cc(OC)c2OCC(=O)OCC)NC(=O)N1 (stereo not drawn)	i	-6.4	0.2	-0.5	-2.8	8.8	27.5	0.1	.
16	O=C1OC(=O)c2cc([N+](=O)[O-])ccc21	-0.3	.	-2.4	-3.4	2.7	8.7	0.3	0.0	1.5
17	COc1ccc(/C=N/NC(=O)/C(=C/c2ccccc2)CCO)cc1	-0.2	3.9	-2.0	-0.2	-0.2	.	7.2	-0.4	.
18	N/C(=N\OC(=O)CCCOc1ccccc1)c1cccc(Br)c1	-5.9	-1.6	0.0	-1.0	-5.8	.	15.6	-0.2	1.0
19	CCc1ccc(-c2csc3ncn(Cc4ccc(C(=O)O)cc4)c(=O)c23)cc1	-0.4	2.7	.	4.0	4.6	-2.5	7.6	-0.5	-2.9
20	CSc1ccccc1NC(=O)CSc1nnc(COc2ccccc2)o1	i	5.2	0.9	8.6	-1.1	-16.4	19.7	-6.8	0.0
21	CC(C)(C)c1csc(NC(=O)Cn2cnc3ccccc3c2=O)n1	i	5.2	5.9	-1.1	35.5*	2.7	-9.9	-0.5	.
22	O=C(COC(=O)Cc1ccsc1)NC1CCCCCC1	0.6	-1.4	0.0	-1.5	-6.5	-19.9	-0.9	0.2	.
23	COC(=O)/C=C/C(=O)NCc1ccco1	-0.6	5.0	1.0	-8.9	-2.8	-1.1	9.4	-0.4	.
24	Cn1c(SCC(=O)c2ccc(O)cc2O)nnc1-c1ccccc1	-0.1	4.8	1.2	4.6	-1.4	-19.2	9.1	2.0	0.5

Structures from the list above with an aryl thioether with sulfur outside any ring, in the order listed:
entry	Structure	Vc quorum ag	SARS 3CLpro inh	PfHsp40 yeast	Anthrax LF inh2	PrPC TRFRET	SSB-PriA inh	Y pestis TopoI	BoNT A protease	TcdB GH inh
20	CSc1ccccc1NC(=O)CSc1nnc(COc2ccccc2)o1	i	5.2	0.9	8.6	-1.1	-16.4	19.7	-6.8	0.0
24	Cn1c(SCC(=O)c2ccc(O)cc2O)nnc1-c1ccccc1	-0.1	4.8	1.2	4.6	-1.4	-19.2	9.1	2.0	0.5

New compounds follow.
entry	Structure	Vc quorum ag	SARS 3CLpro inh	PfHsp40 yeast	Anthrax LF inh2	PrPC TRFRET	SSB-PriA inh	Y pestis TopoI	BoNT A protease	TcdB GH inh
25	CCNC(=O)CN1c2cccc3cccc(c23)S1(=O)=O	i	0.6	-0.7	2.2	0.0	-20.7	2.7	1.7	.
26	O=C(N/N=C/c1ccc(Cl)c([N+](=O)[O-])c1)c1ccc2c(c1)OCCO2	-0.4	.	-1.1	-5.7	-5.8	i	7.5	-0.4	0.9
27	Cc1cc(Cl)ccc1OCC(=O)N1CC(C)CC(C)C1 (stereo not drawn)	-2.1	4.2	-2.0	3.6	9.3	-34.4	26.2	-0.5	.
28	CC(=O)NC1=C(Nc2ccc(N(C)C)cc2)C(=O)c2ccccc2C1=O	-0.5	5.9	3.3	-5.4	-69.7	33.0	-16.5	1.6	-1.2
29	O=C(NCc1cccnc1)Nc1ccc(Cl)c(Cl)c1	-0.4	0.4	0.3	8.2	5.5	-11.8	1.1	-3.1	-1.6
30	COc1ccc(OC)c(-n2cnc3cc(C(=O)NCCCN4CCOCC4)ccc32)c1	-0.9	-3.2	0.7	0.5	.	11.4	0.9	2.7	.
31	CCOc1ccc(NC(=O)CN(C)C(=O)c2cc(C)on2)cc1OCC	2.9	.	1.5	0.1	1.8	1.6	2.9	0.1	1.2
32	Cc1nn(C)c(Cl)c1NC(=O)OCc1ccc(Cl)cc1Cl	-1.4	5.0	2.1	-5.4	17.2	-2.9	-7.3	?	.
33	NC(=O)N1CCN(CCCN2c3ccccc3Sc3cc(Cl)ccc32)CC1	i	.	.	0.7	1.1	.	24.5	0.1	3.3
34	CNC(=S)N(CCc1ccc(OC)c(OC)c1)Cc1cc2c(C)cc(C)cc2[nH]c1=O	-0.4	-2.1	-0.8	0.1	5.5	8.0	1.6	0.1	.
35	CSc1ncc(C(=O)Nc2ccccc2Cl)c(C)n1	i	-7.5	-1.0	13.2	-7.1	-15.3	-2.2	-1.5	-1.7
36	COc1cccc(NCc2cc(=O)oc3cc(C)c(O)cc23)c1	-0.1	1.6	.	-1.4	-4.6	-10.2	-11.2	-3.8	2.8
37	c1ccc(-c2ncnc3nc4n(c23)CCC4)cc1	i	-1.4	-1.2	0.1	13.7	10.0	4.7	0.3	.
38	NNc1nnc2c3cc(F)ccc3n(CCc3ccccc3)c2n1	i	0.5	-0.5	4.8	-21.2	0.5	-7.0	3.9	-3.1
39	COc1cccc(NC(=O)NCCCN2CCN(c3ccc(F)cc3)CC2)c1	i	0.7	-0.6	-3.1	-14.7	3.1	-3.9	0.0	.
40	CCCn1c(N2CCN(C)CC2)nc2c1c(=O)[nH]c(=O)n2C	-5.0	-2.8	-0.8	1.5	-3.8	-3.2	-0.8	0.6	.
41	CCc1cc(CNC(=O)c2cccc(OC3CCN(S(C)(=O)=O)CC3)c2)on1	-0.1	-0.8	-1.2	-0.5	-0.8	-5.7	4.0	2.2	2.1
42	COc1ccccc1NC(C)C(=O)Nc1ccc(C(C)=O)cc1 (stereo not drawn)	-0.4	-0.8	-0.4	-2.3	5.3	-1.1	-5.4	-0.1	0.6
43	CS(=O)(=O)c1ccccc1C(=O)N1CCN(Cc2ccccc2)CC1	i	7.1	0.8	-5.7	-6.7	8.0	-3.6	-0.5	0.8
44	O=C(Cc1ccc(Cl)c(Cl)c1)NC1CCCCCC1	-0.3	-1.0	-1.4	5.7	-1.9	-18.7	10.6	0.1	0.2
45	COc1cccc(CN2CCNC(=O)C2CC(=O)N2CCCCO2)c1OC (stereo not drawn)	-0.1	-1.1	0.4	-1.7	3.5	-4.2	-0.5	0.2	0.4
46	Cn1c(NC2CCCCC2)c(N=O)c(=O)n(C)c1=O	-0.3	4.2	-1.6	-2.7	-1.7	1.0	-13.3	-0.3	-0.1
47	Cc1ccc(OCC(=O)Nc2ccc(C(=O)O)cc2NC(=O)COc2ccc(C)c(C)c2)cc1C	i	14.3*	-0.2	-3.9	0.9	-8.9	11.4	2.5	0.6
48	Nc1ccc(C(=O)N2CCN(S(=O)(=O)c3ccc4c(c3)OCCCO4)CC2)cc1[N+](=O)[O-]	-7.1	.	-0.7	-7.6	-8.6	-2.9	13.4	-0.8	0.6
49	N#Cc1c(N2C(=O)c3ccc(C(=O)O)cc3C2=O)sc2c1CCCC2	-0.9	5.0	0.0	-1.9	-0.3	6.0&-2.9	-8.7	1.7	-2.0
50	CCOC(=O)CCNC(=O)Nc1cc2nc(C)n(Cc3cccc(Cl)c3)c2nc1C	i	-4.4	-1.2	-15.3	2.8	0.1	-3.8	-3.9	0.4
51	COc1ccc(C)cc1-n1c(=O)c2ccccc2c2ccccc2c1=O	i	-2.2	1.5	-4.2	-0.4	15.3	17.8	0.1	1.3
52	CC(C)N(C(=O)[C@H]1C[C@H](CC(=O)NCCc2ccccn2)C(=O)N2CCc3c([nH]c4cc(CCC(=O)N(C)C)ccc34)[C@]12C)C(C)C	-2.2	.	-0.3	-4.7	-4.8	-11.1	20.7	0.0	1.9
53	COc1nc(NC(C)(C)C)nc(Oc2ccc(=O)n(-c3ccccc3)n2)n1	i	-0.1	0.4	0.4	2.8	-7.2	1.1	-0.2	.
54	O=C(Cc1csc(NC(=O)Nc2ccc(Cl)cc2)n1)NCc1ccccn1	-0.6	.	-1.0	.	3.2	4.4&9.0	6.6	.	1.5
55	CCCN=C1N(C)C[C@@H]2[C@@H]3C(=O)N(C)C(=O)[C@@H]3[C@](C)(C(=O)OC)N12	1.1	.	-0.8	6.9	0.8	-6.8	12.0	-0.2	0.4
56	COc1cc2c(cc1OC)-c1cc(NC3CCCCCCC3)nc(=O)n1CC2	i	3.0	0.7	5.5	1.9	-4.6	22.3	0.7	.
57	COc1ccccc1C(=O)N1CC(=O)Nc2ccc(C)cc2C1c1ccc(F)cc1 (stereo not drawn)	i	0.8	1.1	5.9	0.8	-1.3	8.7	-3.2	1.8
58	CCC(C(=O)Nc1cc(Cl)c(OC)cc1OC)c1ccccc1 (stereo not drawn)	-0.2	0.1	0.5	-4.6	-3.9	0.1	11.9	-0.5	0.7

An excerpt. The share of hits here may be higher or lower than overall.
